# Screening results (PubChem)
# NSD2 inh – NSD2 (human) methyltransferase inhibition; O96028; NSD2-SET H3K36me1 DELFIA fluorescence, biochemical; inhibition, % at 12.5 µM; 44,000 tested, 0.07% active; AID 624260; in the data active means inhibition above about 54%, passing the limit was not always enough; inconclusive means no clear call, values can overlap the other calls;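 further: inhibitors reduce the monomethyl H3K36 fluorescence signal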
# Target sequence (O96028 whole entry, looked up): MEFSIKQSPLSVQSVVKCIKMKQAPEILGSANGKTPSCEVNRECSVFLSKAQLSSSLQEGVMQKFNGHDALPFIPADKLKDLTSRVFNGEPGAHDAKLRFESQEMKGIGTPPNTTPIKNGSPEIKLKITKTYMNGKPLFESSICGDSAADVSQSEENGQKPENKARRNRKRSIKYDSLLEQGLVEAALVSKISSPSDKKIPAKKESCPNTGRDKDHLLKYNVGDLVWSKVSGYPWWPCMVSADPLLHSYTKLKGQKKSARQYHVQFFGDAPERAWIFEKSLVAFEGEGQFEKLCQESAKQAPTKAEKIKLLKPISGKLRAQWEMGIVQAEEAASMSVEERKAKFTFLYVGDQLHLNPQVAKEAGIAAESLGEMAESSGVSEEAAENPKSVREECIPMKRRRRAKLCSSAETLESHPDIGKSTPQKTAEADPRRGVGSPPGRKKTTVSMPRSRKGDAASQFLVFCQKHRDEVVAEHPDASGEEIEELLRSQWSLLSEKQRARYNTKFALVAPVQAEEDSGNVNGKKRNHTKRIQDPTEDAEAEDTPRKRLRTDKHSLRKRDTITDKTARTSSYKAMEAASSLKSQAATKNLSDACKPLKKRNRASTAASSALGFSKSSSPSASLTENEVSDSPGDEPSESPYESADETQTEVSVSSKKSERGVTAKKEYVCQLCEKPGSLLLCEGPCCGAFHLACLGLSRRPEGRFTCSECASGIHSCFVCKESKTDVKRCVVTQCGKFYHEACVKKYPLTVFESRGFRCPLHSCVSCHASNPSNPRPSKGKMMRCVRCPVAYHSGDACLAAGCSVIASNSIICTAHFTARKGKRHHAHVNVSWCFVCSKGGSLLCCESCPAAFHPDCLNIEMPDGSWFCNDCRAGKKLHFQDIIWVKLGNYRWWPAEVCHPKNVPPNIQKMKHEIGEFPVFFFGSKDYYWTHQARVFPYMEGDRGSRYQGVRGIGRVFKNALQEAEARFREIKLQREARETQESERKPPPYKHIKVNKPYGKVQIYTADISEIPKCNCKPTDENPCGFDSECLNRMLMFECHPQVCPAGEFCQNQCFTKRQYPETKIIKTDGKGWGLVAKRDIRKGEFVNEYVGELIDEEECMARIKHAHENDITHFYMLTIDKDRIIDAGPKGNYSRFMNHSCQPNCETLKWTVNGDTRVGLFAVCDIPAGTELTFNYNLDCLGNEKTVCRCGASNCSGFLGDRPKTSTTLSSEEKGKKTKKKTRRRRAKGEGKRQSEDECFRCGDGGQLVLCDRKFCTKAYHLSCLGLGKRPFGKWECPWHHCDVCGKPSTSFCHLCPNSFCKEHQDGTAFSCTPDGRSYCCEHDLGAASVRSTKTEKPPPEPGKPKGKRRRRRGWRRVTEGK
# * marks the source's active call; other numbers are inactive results; ? = inconclusive. Some of the compounds tested; count on the stated rates, not on these rows.
NSD2 inh,Structure
2,COc1ccc(C#Cc2cnc3c(c2)C(=O)N([C@@H](C)CO)C[C@H](C)[C@H](CN(C)C)O3)cc1
4,COc1ccc(S(=O)(=O)N(C)C[C@@H]2Oc3ccc(NC(=O)Cn4cnnn4)cc3CC(=O)N([C@@H](C)CO)C[C@@H]2C)cc1
0,CCCN(C)C[C@H]1Oc2cc(C#CC(C)(C)O)ccc2S(=O)(=O)N([C@@H](C)CO)C[C@H]1C
-4,C[C@@H]1CN([C@@H](C)CO)S(=O)(=O)c2ccc(-c3ccncc3)cc2O[C@H]1CN(C)C(=O)C1CCC1
0,O=C(CCCN1CCC(O)(c2ccc(Br)cc2)CC1)c1ccc(F)cc1
4,Cc1noc(C)c1NC(=O)N(C)C[C@@H]1Oc2c(NS(=O)(=O)c3cccs3)cccc2C(=O)N([C@H](C)CO)C[C@H]1C
8,Cc1ccc(S(=O)(=O)N(C)C[C@H]2OCCCC[C@H](C)Oc3ccc(NC(=O)C4CCCCC4)cc3C(=O)N([C@H](C)CO)C[C@@H]2C)cc1
-2,C[C@@H]1CN([C@H](C)CO)C(=O)Cc2cc(NS(=O)(=O)c3ccccc3)ccc2O[C@H]1CN(C)S(C)(=O)=O
5,CC(C)CC#Cc1cnc2c(c1)C(=O)N([C@@H](C)CO)C[C@@H](C)[C@H](CN(C)Cc1ccccc1C(=O)O)O2
3,COc1cccc(NC(=O)N(C)C[C@@H]2Oc3ncc(/C=C/c4ccccc4)cc3C(=O)N([C@@H](C)CO)C[C@H]2C)c1
7,C/C=C/c1cnc2c(c1)C(=O)N([C@H](C)CO)C[C@H](C)[C@@H](CN(C)Cc1cncnc1)O2
-1,C[C@@H]1CN([C@@H](C)CO)C(=O)c2cc(C#Cc3ccccn3)cnc2O[C@H]1CN(C)C(=O)c1cnccn1
15,CCCCCCCCc1ccc(-c2ccc(C(=O)O)cc2)cc1
0,C[C@@H]1CCCCO[C@@H](CN(C)CC2CC2)[C@@H](C)CN([C@H](C)CO)C(=O)c2cc(NC(=O)CCCN(C)C)ccc2O1
-5,O=C(NCc1ccco1)C1CCC(N2C(=O)C3C4CCC(C4)C3C2=O)CC1 (stereo not drawn)
24,COC(=O)CCCCCCC(=O)N/N=C/c1ccc(-c2cccc(Cl)c2)o1
0,C[C@@H]1CN([C@@H](C)CO)C(=O)Cc2cc(NS(C)(=O)=O)ccc2O[C@@H]1CN(C)S(=O)(=O)c1ccc(Cl)cc1
0,C[C@@H]1CN([C@@H](C)CO)C(=O)c2cccc(NS(=O)(=O)c3ccccc3)c2O[C@H]1CN(C)C
-3,C[C@H](CO)N1C[C@H](C)[C@@H](CN(C)Cc2ccc3c(c2)OCO3)Oc2c(NC(=O)CCCCCC(=O)Nc3ccccc3N)cccc2C1=O
-2,O=C(Nc1ccccc1)C1=C[C@@H](C2CCCCC2)C[C@@H](OCc2ccc(CO)cc2)O1
9,CC(C)NC(=O)N(C)C[C@H]1Oc2ccc(NC(=O)Cc3cn(C)c4ccccc34)cc2C(=O)N([C@H](C)CO)C[C@@H]1C
-6,CC(C)NC(=O)Nc1cccc2c1O[C@H](CN(C)S(=O)(=O)c1cn(C)cn1)[C@H](C)CN([C@H](C)CO)C2=O
-13,C[C@@H]1CCCCO[C@H](CN(C)C(=O)Cc2ccccc2)[C@@H](C)CN([C@@H](C)CO)C(=O)c2cc(NC(=O)Nc3ccc(F)cc3)ccc2O1
6,Cc1ccc(S(=O)(=O)N(C)C[C@@H]2Oc3ccc(NC(=O)CCCN(C)C)cc3CC(=O)N([C@@H](C)CO)C[C@H]2C)cc1
-4,COc1ccc(CN(C)C[C@H]2Oc3ccc(NS(=O)(=O)c4ccccc4)cc3CC(=O)N([C@H](C)CO)C[C@H]2C)cc1
6,C[C@H]1CN([C@@H](C)CO)S(=O)(=O)c2ccc(C3=CCCCC3)cc2O[C@@H]1CN(C)Cc1ccncc1
-1,COc1ccc(NC(=O)Nc2ccc3c(c2)CC(=O)N([C@@H](C)CO)C[C@@H](C)[C@@H](CN(C)C(=O)NC(C)C)O3)cc1
-74,Cc1noc(C)c1S(=O)(=O)Nc1ccc2c(c1)C(=O)N([C@@H](C)CO)C[C@@H](C)[C@H](CN(C)C(=O)Cc1ccccc1)OCCCC[C@@H](C)O2
-6,CCC(=O)N(C)C[C@@H]1Oc2ncc(-c3ccc(F)cc3)cc2C(=O)N([C@H](C)CO)C[C@@H]1C
0,Cc1noc(C)c1NC(=O)N(C)C[C@H]1OCCCC[C@H](C)Oc2ccc(NC(=O)NC(C)C)cc2C(=O)N([C@H](C)CO)C[C@@H]1C
?,C/C=C/c1ccc2c(c1)O[C@H](CN(C)C(=O)c1ccccc1F)[C@@H](C)CN([C@H](C)CO)S2(=O)=O
5,C[C@H]1CCCCO[C@H](CN(C)Cc2ccccc2)[C@@H](C)CN([C@@H](C)CO)C(=O)c2cc(NS(=O)(=O)c3ccc(F)cc3)ccc2O1
2,COc1ccc(S(=O)(=O)N(C)C[C@@H]2Oc3ccc(NS(=O)(=O)c4cccs4)cc3C(=O)N([C@@H](C)CO)C[C@H]2C)cc1
-2,COc1ccc(NC(=O)N(C)C[C@H]2Oc3ccc(NC(=O)C4CC4)cc3C(=O)N([C@@H](C)CO)C[C@@H]2C)cc1
0,CNC[C@@H]1Oc2ncc(-c3ccccc3F)cc2C(=O)N([C@@H](C)CO)C[C@@H]1C
12,Cc1ccc(S(=O)(=O)Nc2ccc3c(c2)C(=O)N([C@H](C)CO)C[C@H](C)[C@H](CN(C)Cc2ccc(-c4ccccc4)cc2)O3)cc1
-7,Cc1noc(C)c1NC(=O)Nc1ccc2c(c1)CC(=O)N([C@H](C)CO)C[C@H](C)[C@H](CN(C)Cc1ccc(C(F)(F)F)cc1)O2
-3,COc1cccc(C#Cc2ccc3c(c2)O[C@H](CN(C)S(=O)(=O)c2ccccc2F)[C@@H](C)CN([C@H](C)CO)S3(=O)=O)c1
4,CC(C)CC#Cc1cnc2c(c1)C(=O)N([C@@H](C)CO)C[C@@H](C)[C@@H](CN(C)C(=O)Nc1ccccc1F)O2
-3,C[C@@H]1CN([C@H](C)CO)S(=O)(=O)c2ccc(-c3ccncc3)cc2O[C@H]1CN(C)S(=O)(=O)c1ccccc1F
13,C[C@@H]1CCCCO[C@H](CN(C)Cc2ccc3c(c2)OCO3)[C@@H](C)CN([C@H](C)CO)C(=O)c2cc(NC(=O)Nc3ccc(C(F)(F)F)cc3)ccc2O1
-2,C[C@H](CO)N1C[C@H](C)[C@H](CN(C)C(=O)NC2CCCCC2)Oc2ccc(NS(=O)(=O)c3cccs3)cc2CC1=O
1,NNC(=O)Cc1cc(Br)sc1Br
0,C[C@@H]1CN([C@@H](C)CO)C(=O)c2cc(NC(=O)Nc3ccc(F)cc3)ccc2O[C@@H](C)CCCCO[C@@H]1CN(C)C(=O)NC1CCCCC1
1,COc1ccc(NC(=O)Nc2ccc3c(c2)C(=O)N([C@@H](C)CO)C[C@@H](C)[C@H](CN(C)C(=O)Nc2ccc(C(F)(F)F)cc2)O3)cc1
-3,C[C@H](CO)N1C[C@H](C)[C@@H](CN(C)C(=O)Nc2ccc3c(c2)OCO3)Oc2ccc(NC(=O)Nc3cccc4ccccc34)cc2CC1=O
0,C[C@H](CO)N1C[C@H](C)[C@@H](CN(C)CC2CC2)Oc2ccc(NS(=O)(=O)c3cn(C)cn3)cc2CC1=O
4,C[C@@H]1CN([C@H](C)CO)C(=O)c2cccc(NS(=O)(=O)c3ccccc3)c2O[C@H]1CN(C)S(=O)(=O)c1ccccc1
1,COc1ccc(NC(=O)Nc2ccc3c(c2)CC(=O)N([C@@H](C)CO)C[C@@H](C)[C@H](CN(C)S(=O)(=O)c2ccc(C)cc2)O3)cc1
-8,O=C(O)C[C@H]1C[C@@H]2c3cc(NC(=O)NC4CCCCC4)ccc3O[C@@H]2[C@@H](CO)O1
-2,C[C@@H]1CN([C@@H](C)CO)C(=O)c2cccc(N(C)C)c2O[C@H]1CN(C)S(=O)(=O)c1ccc(Cl)cc1
8,CCC(=O)N1CCc2cc(S(=O)(=O)NC(CC(C)C)C(=O)NC3CCCC3)ccc21 (stereo not drawn)
2,COc1ccc(CN(C)C[C@H]2Oc3ccc(NC(=O)C4CC4)cc3CC(=O)N([C@H](C)CO)C[C@@H]2C)cc1
9,COc1ccc(NC(=O)N(C)C[C@H]2Oc3ccc(NS(C)(=O)=O)cc3CC(=O)N([C@@H](C)CO)C[C@@H]2C)cc1
-6,Cc1noc(C)c1C(=O)N(C)C[C@@H]1OCc2ccccc2-c2c(n(C)c3ccccc23)C(=O)N([C@@H](C)CO)C[C@@H]1C
0,C[C@@H]1CN([C@@H](C)CO)C(=O)Cc2cc(NS(=O)(=O)c3ccccc3)ccc2O[C@@H]1CN(C)C(=O)Nc1ccccc1
9,COc1cccc(-c2ccc3c(c2)O[C@@H](CN(C)C)[C@@H](C)CN([C@H](C)CO)S3(=O)=O)c1
-3,COc1cc2c(cc1O)C(c1cccs1)N(Cc1cccc(OC(F)(F)F)c1)CC2 (stereo not drawn)
2,C[C@H](O)C#Cc1ccc2c(c1)O[C@@H](CN(C)C)[C@H](C)CN([C@H](C)CO)S2(=O)=O
14,C[C@H](CO)N1C[C@H](C)[C@H](CN(C)C(=O)c2ccccn2)Oc2ncc(-c3ccc(F)cc3)cc2C1=O

# Other structures
NSD2 inh,Structure
-7,C[C@H]1CN([C@@H](C)CO)C(=O)c2cc(NC(=O)Nc3ccc4c(c3)OCO4)ccc2O[C@H]1CN(C)S(=O)(=O)c1ccc(F)cc1
3,C[C@@H]1CCCCO[C@@H](CN(C)S(C)(=O)=O)[C@H](C)CN([C@@H](C)CO)C(=O)c2cc(NS(C)(=O)=O)ccc2O1
22,CNC[C@@H]1Oc2ncc(-c3ccc(C)cc3)cc2C(=O)N([C@H](C)CO)C[C@@H]1C
7,C[C@@H]1CCCCO[C@H](CN(C)C(=O)Cc2ccccc2)[C@H](C)CN([C@H](C)CO)C(=O)c2cc(NS(=O)(=O)c3ccc(Cl)cc3)ccc2O1
4,C[C@H](CO)N1C[C@H](C)[C@@H](CN(C)S(=O)(=O)c2ccccc2)Oc2c(NC(=O)c3ccncc3)cccc2C1=O
6,C[C@H](CO)N1C[C@H](C)[C@H](CN(C)CC2CC2)Oc2ccc(NC(=O)Cc3cn(C)c4ccccc34)cc2CC1=O
-1,O=C(O)CCCCCC(=O)N/N=C/c1ccc(C(F)(F)F)cc1
1,C[C@H](CO)N1C[C@H](C)[C@H](CN(C)S(=O)(=O)c2cccs2)Oc2ccc(NC(=O)Nc3ccc(C(F)(F)F)cc3)cc2CC1=O
1,Cc1ccc(-c2cn3c4c(sc3n2)CCCC4)cc1
-11,CS(=O)(=O)Nc1ccc2c(c1)[C@@H]1C[C@@H](CC(=O)N3CCCCC3)O[C@@H](CO)[C@@H]1O2
2,Cc1noc(C)c1S(=O)(=O)Nc1cccc2c1O[C@H](CN(C)S(C)(=O)=O)[C@H](C)CN([C@@H](C)CO)C2=O
-3,COc1ccc(CC(=O)n2nc(-c3ccc(Cl)cc3)nc2NCc2ccco2)cc1OC
-4,C[C@@H]1CN([C@H](C)CO)C(=O)c2cccc(NC(=O)c3cnccn3)c2O[C@@H]1CN(C)C(=O)Nc1cccc2ccccc12
25,COc1ccc(CN(C)C[C@@H]2OCCCC[C@H](C)Oc3ccc(NC(=O)Nc4cccc5ccccc45)cc3C(=O)N([C@H](C)CO)C[C@@H]2C)cc1
-1,O=C(N/N=C/c1cc(Br)ccc1O)c1ccccn1
-3,COc1ccc(-c2ccc3c(c2)O[C@@H](CN(C)C(C)=O)[C@@H](C)CN([C@@H](C)CO)S3(=O)=O)cc1
8,C[C@H]1CN([C@@H](C)CO)C(=O)CCCn2cc(nn2)CO[C@H]1CN(C)C(=O)Nc1cccc(C(F)(F)F)c1
7,COCC#Cc1cnc2c(c1)C(=O)N([C@H](C)CO)C[C@H](C)[C@@H](CN(C)Cc1ccccc1F)O2
-10,COc1ccc(S(=O)(=O)Nc2cccc3c2O[C@H](CN(C)C(=O)Nc2cccc4ccccc24)[C@@H](C)CN([C@@H](C)CO)C3=O)cc1
-3,Cc1ccc(S(=O)(=O)N(C)C[C@H]2OCc3ccccc3-c3ccccc3C(=O)N([C@H](C)CO)C[C@H]2C)cc1
-5,C[C@@H]1CN([C@H](C)CO)C(=O)Cc2cc(NC(=O)NC3CCCCC3)ccc2O[C@H]1CN(C)Cc1ccc(C(=O)Nc2ccccc2N)cc1
3,Cc1ccc(S(=O)(=O)Nc2ccc3c(c2)C(=O)N([C@@H](C)CO)C[C@@H](C)[C@@H](CN(C)CC2CC2)O3)cc1
-6,C[C@H](CO)N1C[C@H](C)[C@@H](CN(C)Cc2ccccc2)Oc2c(NC(=O)Nc3ccc(C(F)(F)F)cc3)cccc2C1=O

# Taken from above.
# NSD2 inh with C[C@@H]1CN([C@H](C)CO)C(=O)c2cccc(NC(=O)c3cnccn3)c2O[C@@H]1CN(C)C(=O)Nc1cccc2ccccc12 : -4
# NSD2 inh with C[C@@H]1CN([C@H](C)CO)C(=O)Cc2cc(NC(=O)NC3CCCCC3)ccc2O[C@H]1CN(C)Cc1ccc(C(=O)Nc2ccccc2N)cc1 : -5

# Seven structures from above, ordered by number of heavy atoms, ascending:
NSD2 inh,Structure
1,Cc1ccc(-c2cn3c4c(sc3n2)CCCC4)cc1
-3,COc1ccc(CC(=O)n2nc(-c3ccc(Cl)cc3)nc2NCc2ccco2)cc1OC
-3,COc1ccc(-c2ccc3c(c2)O[C@@H](CN(C)C(C)=O)[C@@H](C)CN([C@@H](C)CO)S3(=O)=O)cc1
2,Cc1noc(C)c1S(=O)(=O)Nc1cccc2c1O[C@H](CN(C)S(C)(=O)=O)[C@H](C)CN([C@@H](C)CO)C2=O
-4,C[C@@H]1CN([C@H](C)CO)C(=O)c2cccc(NC(=O)c3cnccn3)c2O[C@@H]1CN(C)C(=O)Nc1cccc2ccccc12
7,C[C@@H]1CCCCO[C@H](CN(C)C(=O)Cc2ccccc2)[C@H](C)CN([C@H](C)CO)C(=O)c2cc(NS(=O)(=O)c3ccc(Cl)cc3)ccc2O1
25,COc1ccc(CN(C)C[C@@H]2OCCCC[C@H](C)Oc3ccc(NC(=O)Nc4cccc5ccccc45)cc3C(=O)N([C@H](C)CO)C[C@@H]2C)cc1
